# GlmU inhibition: inhibition of mycobacterial GlmU enzyme – biochemical, glucosamine-1-phosphate acetyltransferase (AID 1376); M. tuberculosis GlmU acetyltransferase enzyme assay; higher % means a stronger effect; inhibition, %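 (tested at 30 µM in the primary screen)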, or IC50 in µM where a hit was titrated; 0.25% of 220,000 active; in the data active = inhibition above about 13%;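 also: 0% = complete reaction with vehicle and 100% = reaction without substrate; strong numbers were not always called active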
# RmlCD inh 1536: blocks M. tuberculosis RmlC and RmlD coupled enzymes; P9WH09+P9WH11; RmlC+RmlD coupled enzyme assay, percent inhibition; primary screen in compound mixtures; inhibition, % at 3.6 µM; 0.03% of 160,000 active; AID 1533; in the data active = inhibition mostly above about 34%, no sharp cut-off; also: some results filed as inactive read as strong as hits
# Target sequence (P9WH09 whole entry, looked up): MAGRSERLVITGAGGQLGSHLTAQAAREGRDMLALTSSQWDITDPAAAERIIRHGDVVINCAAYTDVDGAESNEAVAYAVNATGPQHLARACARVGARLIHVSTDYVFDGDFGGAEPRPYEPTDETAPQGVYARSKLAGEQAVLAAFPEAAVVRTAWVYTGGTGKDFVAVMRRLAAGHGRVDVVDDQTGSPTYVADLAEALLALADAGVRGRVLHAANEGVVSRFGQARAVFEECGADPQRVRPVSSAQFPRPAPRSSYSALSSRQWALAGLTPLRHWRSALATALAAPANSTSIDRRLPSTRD
# Target sequence (P9WH11 whole entry, looked up): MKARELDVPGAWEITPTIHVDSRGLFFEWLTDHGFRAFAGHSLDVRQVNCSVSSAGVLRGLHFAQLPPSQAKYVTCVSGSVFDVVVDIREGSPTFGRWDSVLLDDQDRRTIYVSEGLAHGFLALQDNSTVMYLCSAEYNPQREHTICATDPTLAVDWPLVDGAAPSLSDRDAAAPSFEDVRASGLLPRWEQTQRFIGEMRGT
# Numbers without * were called inactive; · = no result given.
SMILES,GlmU inhibition,RmlCD inh 1536
CCCN(C(=O)CN1C(=O)NC2(CCCCCC2)C1=O)C1CCS(=O)(=O)C1 (stereo not given),-4.0%,·
CC(C)c1ccc(-c2noc(C3CCCN(C(=O)c4ccc(F)cc4F)C3)n2)cc1 (stereo not given),0.8%,-0.8
Cc1ccc(SCCCCN2CCNCC2)cc1,-3.0%,4.0
CCOC(=O)c1ccc2c(c1)sc(=NC(=O)c1ccco1)n2CCOC,-9.3%,8.8
CCN=C1Sc2nc3ccc(OCC)cc3cc2CN1CCOC,1.6%,·
O=C1C(=O)c2cccc3cccc1c23,-2.1%,-4.2
Oc1[nH]c2ccccc2c1C=NCC1CCCO1 (stereo not given),5.9%,0.8
Cc1ccc(NC(=O)CC2SC(=O)NC2=O)cc1 (stereo not given),0.4%,-8.8
O=S(=O)(c1ccccc1)c1ccccc1/C=N\O,3.5%,15.7
Cc1cc(C(=O)COC(=O)c2nc3nccc(C)n3n2)c(C)n1CC1CCCO1 (stereo not given),-0.2%,11.7
Cc1ccccc1NC(=S)NCCc1ccc(S(N)(=O)=O)cc1,-4.5%,-4.0
O=C(CSc1nc2ccccc2[nH]1)N1CCN(S(=O)(=O)c2ccc(Cl)cc2)CC1,-6.1%,-10.2
Cc1cc(C)nc(SCC(=O)NC2CCCC2)n1,0.8%,-9.4
Cc1onc(-c2ccccc2)c1C(=O)N/N=C/c1cn(C)c2ccccc12,-2.6%,8.4
COc1ccc(OCc2nn3c(-c4ccco4)nnc3s2)cc1,1.2%,-5.3
CSc1ccc(/C=N/NC(=O)c2cccc(O)c2)cc1,-2.8%,·
CSCCC1NC(=O)N(CC(=O)Nc2ccc(-c3ccccc3)cc2)C1=O (stereo not given),·,-11.7
Cc1ccc2nc(-c3ccc(NC(=O)COC(=O)c4ccco4)cc3)sc2c1,0.0%,18.4
CNC(=S)N/N=C/c1cc(C)n(-c2ccc(Cl)c(Cl)c2)c1C,-0.2%,5.3
Cc1ccc2cc(CN(Cc3ccccc3)Cc3nnnn3C3CCCC3)c(=O)[nH]c2c1,0.0%,16.5
CCn1c(=S)[nH]c2cc(C(=O)OC)ccc2c1=O,4.7%,-5.4
COc1ccc(NS(=O)(=O)c2ccc3c(c2)Cc2ccccc2-3)cn1,2.6%,·
O=C(NCc1ccco1)c1ccc2ccccc2c1,-5.1%,-6.9
CCn1cc(C(=O)NC2CCC(C)CC2)c(=O)c2cc(S(=O)(=O)N3CCCCC3)ccc21 (stereo not given),-4.1%,74.9
COC(=O)COc1ccsc1C(=O)OC,-0.3%,·
O=C(CN1CCN(Cc2ccc3c(c2)OCO3)CC1)Nc1ccc(N2CCOCC2)cc1,-4.9%,-11.2
c1ccc(CN2CCN(C(c3ccccc3)c3nnnn3Cc3ccccc3)CC2)cc1 (stereo not given),7.2%,·
O=C(N/N=C/c1ccc(C(F)(F)F)cc1)c1ccc(O)cc1,-1.8%,-10.3
CC(=O)Nc1cccc(Oc2ncnc3scc(-c4ccc(C)cc4)c23)c1,-2.2%,-5.9
Cc1ccc(C(=O)Nc2ccccc2C(=O)N2CC3(C)CC2CC(C)(C)C3)cc1 (stereo not given),0.2%,-5.8
COc1cccc(NC(=O)COc2ccc(N3CC(C(=O)NCC(C)C)CC3=O)cc2)c1 (stereo not given),3.4%,13.0
Cc1cccc(NC(=O)CN2CCCN(S(=O)(=O)c3ccc(Br)s3)CC2)c1,-0.6%,4.3
Cc1ccccc1NS(=O)(=O)c1cc(C(=O)NCCC2=CCCCC2)ccc1C,0.9%,·
O=C(c1ccc(Cl)c(S(=O)(=O)N2CCCCCC2)c1)N1CCN(CCO)CC1,-6.6%,-13.0
COc1ccc(CN2CCN(C(=O)c3ccc4nc(N5CCOCC5)sc4c3)CC2)c(OC)c1OC,-3.8%,10.9
COc1ccc(-c2cc(C(=O)N3CCN(c4ccccn4)CC3)c3ccccc3n2)cc1,-1.3%,-7.2
O=C(NCc1ccco1)C1(c2ccccc2)CCCC1,6.3%,-1.4
c1cncc(-c2noc(C34CC5CC(CC(C5)C3)C4)n2)c1,1.7%,-3.2
Cc1ccc(S(=O)(=O)N2CCC(=O)N(CCOCc3cccc(C(F)(F)F)c3)CC2)cc1,6.1%,·
CCCCC(=O)Nc1ccc(NC(=O)c2cccs2)cn1,-6.7%,·
Brc1ccc(-c2csc(NC3=NCCCCC3)n2)cc1,-1.9%,4.0
Cc1ccc(C(=O)C(C)N(C(=O)c2ccc(Cl)cc2Cl)N2C(=O)CCCC2=O)cc1 (stereo not given),-2.1%,-10.9
CC1(OC(=O)c2ccco2)C(=O)C=C2C=C(c3ccc(C#N)cc3)OC=C2C1=O (stereo not given),3.0%,·
CSC(=NCc1ccco1)NC#N,-3.2%,-4.1
CCOc1cc(-c2nc(C)c(C(C)=O)n2O)ccc1OCC(=O)Nc1cccc(C)c1,4.3%,-6.7

# Among those listed so far, these contain bromine:
SMILES,GlmU inhibition,RmlCD inh 1536
Cc1cccc(NC(=O)CN2CCCN(S(=O)(=O)c3ccc(Br)s3)CC2)c1,-0.6%,4.3
Brc1ccc(-c2csc(NC3=NCCCCC3)n2)cc1,-1.9%,4.0

# Continued:
SMILES,GlmU inhibition,RmlCD inh 1536
COc1ccc(N/C(=C(/C(Cl)=C(Cl)Cl)[N+](=O)[O-])n2nnc3ccccc32)cc1OC,6.0%,·
COc1cnc(SCc2c(Cl)cccc2Cl)nc1Cl,1.8%,·
Nc1[nH]ncc1-c1ccc(F)cc1,1.3%,11.4
Fc1ccc(Nc2nnc(C(F)(F)F)s2)cc1Cl,3.9%,-0.3
Cc1ccc(NC(=O)NNC(=O)c2snnc2C)cc1,0.4%,-6.9
NC(=O)COC(=O)c1cc(S(=O)(=O)N2CCN(c3ccccc3)CC2)ccc1Cl,-0.8%,2.1
COc1ccc(-c2noc(CSc3nc(-c4ccccc4)cc(=O)[nH]3)n2)cc1OC,2.3%,·
CCCSc1nc2c(c(=O)[nH]c(=O)n2C)n1CCc1ccccc1,-0.5%,-10.9
COc1ccc(C(=O)NCc2oc(-c3ccccc3)cc2C(=O)O)cc1,4.7%,-3.5
CC1CCc2cc(F)ccc2N1C(=O)CCC(=O)O (stereo not given),-0.5%,-1.7
CCOC(=O)c1sc(NC(=S)NC(=O)C2CC2)cc1C,-0.2%,2.9
N#Cc1ccc(-c2ccc(F)cc2)nc1Oc1ccccc1,-3.7%,-2.7
CCC(Sc1nc2c(c(=O)[nH]1)CCC2)C(=O)Nc1cccc(OC)c1 (stereo not given),1.4%,·
Cc1ccc(C(=O)NCCc2nnc3ccc(SCC(=O)Nc4c(C)cc(C)cc4C)nn23)cc1,-2.2%,-12.2
Cc1ccc(C=C2C(=O)c3ccccc3C2=O)o1,2.5%,1.9
COc1ccc(CCn2c(NCc3ccco3)nc3c2c(=O)[nH]c(=O)n3C)cc1,3.6%,3.7
COc1ccccc1NC(=S)NNC(=O)c1ccc(O)cc1,-0.1%,3.5
Cc1ccc(C)c(N(CC(=O)NN=C2CCCCCCC2)S(C)(=O)=O)c1,4.0%,9.5
CC(C)(C)CC(=O)Nc1cccc2c1CCCC2,3.4%,10.4
CCN(CC)c1ccc(/C=N/Nc2ccc(C)cc2)c(O)c1,3.4%,10.7
CCCOc1ccc(CN(CCO)CCO)cc1C(=O)OC,3.3%,7.6
COc1ccc(-c2cc(C(=O)Nc3c(Cl)cc(Cl)cc3Cl)c3ccccc3n2)cc1OC,2.8%,·
COCCCN1C(=O)C(=O)/C(=C(/O)c2ccc(C)cc2)C1c1ccccc1 (stereo not given),2.0%,8.8
CCCN1CN(Cc2ccccc2)CNC1=S,1.0%,·
O=C(CCC(=O)c1ccc(F)cc1)OC1CCOC1=O (stereo not given),3.0%,·
Cc1cccc(NC(=O)NCCc2ccc(Cl)cc2)c1,-6.1%,-5.5
Cc1cc(C)n(C(=O)c2ccc(NC(=O)C3COc4ccccc4O3)cc2)n1 (stereo not given),2.0%,·
CC(C)C(=O)NC(Nc1ccccc1F)C(Cl)(Cl)Cl (stereo not given),0.3%,-4.6
Cc1ccc(O)c(/C=N/NC(=O)C2=NNC(c3ccccc3)(c3ccccc3)C2)c1,-0.7%,0.7
CSC1=C(C#N)C2(CCCC2)C(C#N)=C(N)N1,-1.2%,·

# Part of the list above in order of length of the SMILES, ascending.
SMILES,GlmU inhibition,RmlCD inh 1536
Cc1cccc(NC(=O)NCCc2ccc(Cl)cc2)c1,-6.1%,-5.5
CSC1=C(C#N)C2(CCCC2)C(C#N)=C(N)N1,-1.2%,·
COc1ccccc1NC(=S)NNC(=O)c1ccc(O)cc1,-0.1%,3.5
CC(C)C(=O)NC(Nc1ccccc1F)C(Cl)(Cl)Cl (stereo not given),0.3%,-4.6
Cc1ccc(C)c(N(CC(=O)NN=C2CCCCCCC2)S(C)(=O)=O)c1,4.0%,9.5
COCCCN1C(=O)C(=O)/C(=C(/O)c2ccc(C)cc2)C1c1ccccc1 (stereo not given),2.0%,8.8
COc1ccc(CCn2c(NCc3ccco3)nc3c2c(=O)[nH]c(=O)n3C)cc1,3.6%,3.7

# Next compounds:
SMILES,GlmU inhibition,RmlCD inh 1536
O=C(CCCSc1nnc(-c2cccs2)n1CC1CCCO1)c1ccccc1 (stereo not given),0.7%,·
COc1ccccc1NC(=O)C1=C(C)NC(=O)NC1c1cccs1 (stereo not given),-5.4%,6.0
CCCCc1nc2sc3c(c2c(=O)[nH]1)CCC3,-3.8%,1.1
CCn1cnc2cc(NCc3ccc(C)cc3)ccc21,1.7%,5.1
C=CCc1ccc(OCC(O)CN2CCCCC2)c(OC)c1 (stereo not given),-3.6%,1.3
O=C(Nn1c(-c2ccc(F)cc2)nc2ccccc2c1=O)C1CCCCC1,-1.4%,·
COc1ccc(N2C(=O)C3CCCCC3C2=O)cc1NC(=O)c1ccccc1 (stereo not given),-2.5%,4.9
COc1cc(-c2nnc3sc(-c4ccco4)nn23)cc(OC)c1OC,1.6%,-10.3
C=CCC1CCCCC12NC(=O)NC2=O (stereo not given),-5.9%,99.4
Cc1cccc(C(=O)NNC(=O)c2ccc(-c3ccccc3)cc2)c1,-6.5%,·
CCOc1ccc2nc(N(CCN(CC)CC)C(=O)c3ccc([N+](=O)[O-])cc3)sc2c1,-1.5%,9.5
CC(C)N1CN=C(Nc2nc3ccccc3o2)NC1,-4.6%,-3.1
O=C(CSc1nc2c(sc3ccccc32)c(=O)n1CCCN1CCCC1)NCc1ccco1,3.3%,31.2
CC(C)P(=O)(Cc1cccc(C#N)c1)C(C)C,-1.3%,-4.1
Cc1ccc(CNC(=O)CCC2CCCN(Cc3cccc4ncccc34)C2)o1 (stereo not given),0.6%,-5.6

# 3 of the compounds above, field by field:
COc1ccc(N2C(=O)C3CCCCC3C2=O)cc1NC(=O)c1ccccc1 (stereo not given)
  GlmU inhibition: -2.5%; RmlCD inh 1536: 4.9

CCn1c(=S)[nH]c2cc(C(=O)OC)ccc2c1=O
  GlmU inhibition: 4.7%; RmlCD inh 1536: -5.4

O=C(CSc1nc2ccccc2[nH]1)N1CCN(S(=O)(=O)c2ccc(Cl)cc2)CC1
  GlmU inhibition: -6.1%; RmlCD inh 1536: -10.2

# Next section
SMILES,GlmU inhibition,RmlCD inh 1536
CCN1C(=O)c2ccccc2S(=O)c2ccc(C(=O)NCCCN3CCCC3=O)cc21 (stereo not given),3.5%,-5.0
Cc1ccc(-n2nnnc2SCC(=O)Nc2sccc2C#N)cc1,3.4%,-8.4
Cc1cccc(NC(=O)Nc2nnc(N3CCCCC3C)s2)c1C (stereo not given),-5.5%,-4.1
Cc1ccc(-c2nn(-c3cccc(F)c3)cc2CN(Cc2nccn2C)C(C)C)o1,-4.6%,6.3
Cc1cc(C)c2c(n1)sc1c(-c3ccccc3)c(C#N)c(N)nc12,8.4%,2.2
CCC1(c2ccc(Cl)cc2)NC(=O)N(Cc2ccc(C(=O)OC)cc2)C1=O (stereo not given),-2.6%,-12.3
COc1ccc(OCC(=O)Nc2cc(OC)cc(OC)c2)cc1,3.1%,8.5
O=C(Cn1nnc2c(cnn2-c2ccccc2)c1=O)NCc1cccs1,-0.7%,0.9
C=CCn1c(CNC(=O)c2cccs2)nnc1SCC(=O)c1ccc(Br)cc1,1.2%,·
O=C(/C=C\Nc1ccc(S(=O)(=O)Nc2ncccn2)cc1)c1cccc2ccccc12,6.5%,-7.2
CCCn1c(CCNC(=O)c2cccs2)nc2ccccc21,0.2%,·
Cc1ccc(NC(=O)c2cc(S(=O)(=O)NCCC3=CCCCC3)ccc2F)cc1F,1.9%,27.3
O=C(CS(=O)CC(=O)N(c1cccc(F)c1)C(C(=O)NC1CCCCC1)c1ccco1)Nc1ccc(F)cc1 (stereo not given),8.9%,8.6
CCC(C)(C)n1nnnc1C(C(C)C)N(Cc1ccco1)Cc1cc2cc3c(cc2[nH]c1=O)OCO3 (stereo not given),5.0%,·
CCCc1[nH]nc2c1C(c1ccc(O)c(OC)c1)C(C#N)=C(N)O2 (stereo not given),·,3.9
COc1ncnc2c1oc1nc(CC(C)C)c3c(c12)CCCC3,-1.4%,·
O=C(NCc1ccccn1)c1cccc(NS(=O)(=O)c2cccc(F)c2)c1,-3.0%,-10.7
Cc1cccc(C2=N/C(=C\c3cccnc3)C(=O)O2)c1,1.9%,10.7
O=C(C1CCCN(S(=O)(=O)c2ccc(Br)s2)C1)N1CCCCCC1 (stereo not given),0.7%,24.0
COC(=O)c1nn(-c2ccc(C)cc2)c2nnc(Cc3ccccc3)c(=O)n12,4.2%,-10.9
O=C1C2C3c4ccccc4C(c4ccccc43)C2C(=O)N1c1cccc2cccnc12 (stereo not given),1.3%,·
CCOC(=O)CC(=O)CSc1nnc(Cn2c(=O)sc3ccccc32)n1C,1.2%,·
OCC[C@H]1C[C@H](O)[C@@H](O)[C@]2(CCCCO2)O1,-0.1%,·
Cc1cc(S(=O)(=O)NCC(C)C)ccc1OCC(=O)NCC1CCCO1 (stereo not given),3.8%,-9.8
O=C1CN(c2ccc(Cl)cc2)C2(CCCCC2)S1,2.6%,-11.6
NC(CC(=O)O)c1ccc(Br)cc1 (stereo not given),-6.8%,-4.5

# Source: PubChem BioAssay

# Not all compounds are listed; count on the stated rates, not on these rows.
